Source: PubChem BioAssay
GAA glycogen mod: qHTS Assay for Inhibitors and Activators of Human alpha-Glucosidase Cleavage of Glycogen. Lysosomal alpha-glucosidase (Homo sapiens), P10253. recombinant GAA, glycogen substrate, Amplex Red glucose oxidase fluorescence. Potency, µM (series often up to 76.4 µM), inactives show top-dose activity change, negative = inhibition, most hits filed as inhibitors. hit rate 0.38% among 300,000. AID 2100, 2009;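 further: 0% = full enzyme reaction and -100% = no-enzyme basal signal; the screen sought inhibitors and activators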
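qHTS, 1536-well; enzyme 4 nM final; cpd up to 77 uM; substrate bovine liver glycogen 30 ug; 50 mM citrate/phosphate pH 5.0, 0.01% Tween-20; 37 C, 40 min; Amplex Red detection 45 min RT; Hill fit → AC50.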
GAA inhib: qHTS Assay for Inhibitors of Human alpha-Glucosidase as a Potential Chaperone Treatment of Pompe Disease. hit rate 0.005% among 200,000. purified human GAA, 4-MU-alpha-glucoside fluorescence. Potency, µM (highest dose often 76.9 µM), for the others: at the highest dose activity change, negative = inhibition, hits mostly inhibitors;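 further: plate controls were uninhibited enzyme wells for no effect and no-enzyme background for full effect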
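Enzyme (4 nM final) mixed with compound (up to 77 uM), then 4-MU-alpha-D-pyranoside (400 uM final) added; 20 min at room temperature, pH 5.0. Reaction stopped at pH 10, fluorescence read, AC50 derived by Hill fit.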
ALDH1A1 inh: qHTS Assay for Inhibitors of Aldehyde Dehydrogenase 1 (ALDH1A1). Aldehyde dehydrogenase 1A1 (Homo sapiens), P00352. Purified ALDH1A1, NADH fluorescence, propionaldehyde substrate. Potency, µM (top dose mostly 75.3 µM), for the others: at the highest dose activity, negative = inhibition, most hits filed as inhibitors. hit rate 7.3% among 220,000. AID 1030, 2008; active means well fitted inhibition curve with a large enough effect, not every such curve was filed as active; inconclusive means small, poorly fitted or top-dose-only effect, or another doubt; inactive means no such curve, though single readings can be large or run the other way;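 further: plate controls were no enzyme wells and a reference inhibitor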
Target sequence (P00352 whole entry, looked up): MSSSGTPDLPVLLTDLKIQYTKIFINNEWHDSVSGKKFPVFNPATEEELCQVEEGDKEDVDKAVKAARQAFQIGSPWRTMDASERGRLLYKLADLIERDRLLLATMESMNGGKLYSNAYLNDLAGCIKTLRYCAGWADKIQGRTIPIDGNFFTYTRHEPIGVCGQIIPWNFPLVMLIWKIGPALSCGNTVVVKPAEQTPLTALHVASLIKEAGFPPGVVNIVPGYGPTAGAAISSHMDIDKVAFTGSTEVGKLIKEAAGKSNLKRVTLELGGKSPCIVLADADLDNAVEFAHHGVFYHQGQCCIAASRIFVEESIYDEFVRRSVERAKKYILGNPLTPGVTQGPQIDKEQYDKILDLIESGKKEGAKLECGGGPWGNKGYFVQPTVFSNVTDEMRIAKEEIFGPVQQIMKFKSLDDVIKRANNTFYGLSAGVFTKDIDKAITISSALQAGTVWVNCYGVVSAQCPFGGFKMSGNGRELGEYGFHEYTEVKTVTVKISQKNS
GAA spleen mod: qHTS Assay for Inhibitors and Activators of Human alpha-Glucosidase From Spleen Homogenate; Lysosomal alpha-glucosidase (Homo sapiens), P10253; human spleen homogenate, 4-MU-alpha-glucoside fluorescence; Potency, µM (highest dose often 79.9 µM), inactives show at the highest dose activity change, negative = inhibition, actives largely listed as inhibitors; hit rate 0.006% among 240,000; AID 2112, 2009;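 further: 0% = enzyme with vehicle and -100% = no enzyme basal signal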
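Compounds were titrated against alpha-glucosidase in spleen homogenate at pH 5.0, with 1 mM 4-methylumbelliferyl substrate for 40 min at 37 C. Reactions were quenched with pH 10 NaOH/glycine and fluorescence measured.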
RGS12 GoLoco inh: qHTS Assay for Inhibitors of RGS12 GoLoco Motif Activity (Red Fluorophore); Guanine nucleotide-binding protein G(i) subunit alpha-1 (Homo sapiens), P63096; Potency, µM (highest dose often 61.6 µM), for inactives: top-dose activity, negative = inhibition, most hits filed as inhibitors; Gai1:RGS12 GoLoco peptide FP, rhodamine, 10 min; hit rate 0.44% among 230,000; active means well fitted inhibition curve with a large enough effect, not every such curve was filed as active; inactive means no such curve, though single readings can be large or run the other way; further: on the % scale 0 is the no-effect control and ±100 the full control effect; nearly all actives have a fitted effect of over 30% in size; many of its hits are not listed in these tables
SMN2 splice enh: qHTS Assay for Enhancers of SMN2 Splice Variant Expression. HEK293 SMN2-luciferase splicing reporter, luminescence, 30-36 h. Potency, µM (doses to about 46.1 µM), for inactives: at the top dose activity change, positive = activation, hits mostly activators. hit rate 2.8% among 210,000; further: % of control where 0% means no effect; nearly all actives have a fitted effect of over 55% in size
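HEK293 cells carry an SMN2 minigene-luciferase reporter in which exon 7 inclusion puts luciferase in frame. Cells were seeded at 2000 cells/well, attached for 10-12 hours, then exposed to compounds for 30-36 hours at 37C before ONE-Glo luminescence.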
GLA spleen mod: qHTS Assay for Inhibitors and Activators of Human alpha-Galactosidase From Spleen Homogenate; Alpha-galactosidase A (Homo sapiens), P06280; human spleen homogenate, 4MU-alpha-Gal fluorescence, 40 min; Potency, µM (highest dose often 80 µM), inactives show at the highest dose activity change, negative = inhibition, most hits filed as inhibitors; hit rate 0.008% among 240,000; AID 2107, 2009;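 further: 0% = enzyme with vehicle and -100% = no enzyme basal signal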
Target sequence (P06280 32-429 limits assumed): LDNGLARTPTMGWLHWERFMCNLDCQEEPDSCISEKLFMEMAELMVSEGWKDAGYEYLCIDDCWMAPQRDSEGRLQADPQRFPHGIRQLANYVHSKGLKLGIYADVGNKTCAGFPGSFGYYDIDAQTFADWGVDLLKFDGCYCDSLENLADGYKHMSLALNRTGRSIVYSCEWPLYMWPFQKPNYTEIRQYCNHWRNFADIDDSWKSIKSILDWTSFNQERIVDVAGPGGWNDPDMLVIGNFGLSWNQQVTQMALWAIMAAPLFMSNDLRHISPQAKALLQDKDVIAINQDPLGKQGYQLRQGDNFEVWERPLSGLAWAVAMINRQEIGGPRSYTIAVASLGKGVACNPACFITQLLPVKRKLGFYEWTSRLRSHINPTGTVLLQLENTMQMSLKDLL
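qHTS titration in buffer at pH 5.0. Alpha-galactosidase activity in spleen homogenate was measured via 4-methylumbelliferone release from 1 mM fluorogenic substrate after 40 min at 37C and a pH 10 stop. AC50 came from Hill fits of control-normalized data.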
KDM4E inh: qHTS Assay for Inhibitors of Human Jumonji Domain Containing 2E (JMJD2E); JMJD2E catalytic domain, FDH-coupled NADH fluorescence (FDH is formaldehyde dehydrogenase); Potency, µM (highest dose often 57.1 µM), without a hit: top-dose activity change, negative = inhibition, actives largely listed as inhibitors; hit rate 1.6% among 230,000; active means well fitted inhibition curve with a large enough effect, not every such curve was filed as active; inconclusive means small, poorly fitted or top-dose-only effect, or another doubt; inactive means no such curve, though single readings can be large or run the other way;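 further: 0% = wells with enzyme and -100% = buffer wells without enzyme; nearly all actives have a fitted effect of over 50% in size; many of its hits are not listed in these tables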
* hit, by the source's call; ? = inconclusive; . = not tested or not shown; [ ] = remark or other dose. Unless noted, the call rests on the fitted dose curve; in most records, active means well fitted curve in the direction sought with a large enough effect; inconclusive means small, poorly fitted or top-dose-only effect, or another doubt; inactive means no such curve, though single readings can be large; an effect the other way counts as inactive or inconclusive. Potency means the concentration at half of the fitted maximal effect.

SMILES	GAA glycogen mod	GAA inhib	ALDH1A1 inh	GAA spleen mod	RGS12 GoLoco inh	SMN2 splice enh	GLA spleen mod	KDM4E inh
O=C(NCCN1C(=O)C2C3C=CC(C3)C2C1=O)Nc1ccccc1O (stereo not given)	10%	2%	?	4%	7%	13%	-3%	-13%
CCOC(=O)C1CCN(c2ccc([N+](=O)[O-])c(C(C)=O)c2)CC1	5%	-10%	?	.	2%	-10%	-9%	-7%
Cc1ccc(-n2c(C)cc(C(=O)OCC(=O)N(C)C3CCS(=O)(=O)C3)c2C)cc1 (stereo not given)	-9%	-12%	1%	0%	1%	-14%	-1%	-2%
COc1cc(-c2noc(CCCC(=O)Nc3ccc(C(N)=O)cc3)n2)cc(OC)c1OC	8%	-1%[15.4 µM]	11%	-1%	4%	.	-3%	5%
O=C(CCC(=O)N1CCN(S(=O)(=O)c2ccc(Cl)cc2)CC1)NC1CCCc2ccccc21 (stereo not given)	4%	-12%	-3%	-19%	11%	.	-2%	-13%
Cc1onc(-c2ccccc2)c1C(N)=O	?	?	-12%	10%	-3%	-2%	7%	-2%
CC(C)(C)NC(=O)c1ccc2c(c1)CCO2	5%	-1%	9%	-6%	-6%	.	-5%	-7%
Cc1ccc(S(=O)(=O)N2CCOCC(=O)NCCOCCNC(=O)COCC2)cc1	2%	2%	15%	-14%	3%	-4%	1%	5%
Cc1ccc(OCCNC(=O)C(=O)NCc2ccco2)cc1	8%	?	14%	2%	15%	-6%	2%	-8%
O=C(CCc1nc(-c2ccccc2Cl)no1)NCC1CCCO1 (stereo not given)	4%	-7%	-8%	.	7%	-14%	-2%	5%
COc1ccc(NC(=O)c2ccc3c(c2)OCO3)cc1[N+](=O)[O-]	15%	9%	11%	1%	1%	?	-17%	-11%
O=C(CCN1CCCCC1)Nc1ccc(Br)cc1	1%	-4%	-2%	-3%	0%	10%	-2%	-9%
Cc1nnc(C)c2c(C)n(Cc3ccc4c(c3)OCO4)c(C)c12	9%	-6%	-14%	4%	17%	-18%	8%	22µM*
CC(C)=CC(=O)N1CCCc2ccccc21	-12%	-3%	-4%	7%	1%	?	13%	3%
Cc1nn(-c2ccccc2)cc1/C=N/O	-18%	-1%	9%	5%	-1%	-12%	5%	11%
Cc1ccc(C)c(NC(=O)C(OC(=O)c2ccc(C)s2)c2ccccc2)c1 (stereo not given)	-6%	3%	?	-8%	26%	8%	-17%	1%
O=C(Nc1ccccc1N1CCCC1)c1cccc(-c2cc3ccccc3oc2=O)c1	-16%	3%	-1%	-4%	8%	0%	-4%	?
CC(=O)N1CCN(c2ccc(NCc3ccc(C)s3)cc2)CC1	16µM*	-2%[15.4 µM]	25µM*	-7%	-23%	-13%	-3%	?
CCc1ccc(/C=N/NC(=O)Cc2cccn2C)cc1	6%	.	.	-4%	0%	.	-8%	-25%
O=C(OCCO)c1cc(Cl)c(C(=O)OCCO)cc1Cl	6%	-5%	1%	4%	-4%	-21%	-1%	9%
COc1ccc(CNC(=O)C(OC(C)=O)c2ccccn2)cc1 (stereo not given)	2%	0%	1%	0%	0%	10%	-7%	5%
COc1ccc(-n2nnc3c(=O)n(C/C=C/c4ccccc4)cnc32)cc1	-3%	-6%	?	-17%	4%	-18%	3%	-8%
CC(C)N(Cc1ccccc1)C(=S)NC(=O)C1(C)CC1(Cl)Cl (stereo not given)	-20%	0%	10%	-14%	14%	2%	3%	?
CN1CCN(S(=O)(=O)c2ccc(NC(=O)C3CCCO3)cc2)CC1 (stereo not given)	-7%	3%	-10%	-3%	0%	?	0%	0%
CCOCCCNc1nc2c(C)cccn2c(=O)c1/C=C1\SC(=S)N(CC(C)C)C1=O	5%	0%	?	-5%	244%[activator]	-18%	-4%	-1%
COc1ccc(/C=N/NC(=O)c2cccc(NC(C)=O)c2)c(C(=O)O)c1OC	3%	-3%	0%	-2%	2%	-2%	1%	0%
Cc1onc(C(=O)NN)c1C(=O)Nc1ncc(C(F)(F)F)cc1Cl	?	-12%	-3%	1%	4%	4%	-4%	5%
Cc1nc(NCc2ccco2)c2c(C)c(C)sc2n1	-2%	-2%	?	-2%	-7%	3.2µM*	0%	?
O=C(NCc1ccco1)c1ccccc1NC(=O)C1CC(=O)N(c2ccc(Cl)cc2)C1 (stereo not given)	5%	-8%	-12%	1%	-6%	-14%	2%	?
Cc1cc([N+](=O)[O-])nn1CCCC(=O)Nc1sc2c(c1C(N)=O)CCC(C)C2 (stereo not given)	-3%	-3%	?	-12%	4%	-5%	3%	2%
Cc1ccc(-c2cc(C(=O)N/N=C/c3ccco3)[nH]n2)cc1	-13%	-11%	-2%	2%	10%	16%	-6%	3%
CCOC(=O)C(Cc1ccccc1)NC(=O)CNC(=O)CNC(=O)OCc1ccccc1 (stereo not given)	1%	-20%	-5%	-3%	7%	13%	0%	4%
Cn1c(C(=O)N2CCCC(C(=O)NCCN3CCOCC3)C2)cc2sccc21 (stereo not given)	17%	-15%	-5%	-10%	19%	0%	-17%	0%
COc1cc(-c2nc(C(F)(F)F)c(OC)o2)cc(OC)c1OC	-1%	?	9%	1%	12%	-22%	-5%	3%
C/C(=N\OCc1ccc(C#N)cc1)c1ccccc1	7%	2%	-15%	-9%	4%	16µM*	3%	9%
CC(Sc1nnc2c(n1)C1(C)CCC2C1(C)C)C(=O)Nc1ccccc1 (stereo not given)	3%	4%	-12%	0%	4%	-19%	-7%	-6%
CCOC(=O)c1c(CC(C)C)csc1/N=C/C1C(=O)CCCC1=O	-23%	-6%	11µM*	1%	25%	-1%	0%	-11%
Cc1ccc(-c2nc3cccnc3s2)cc1NS(=O)(=O)c1ccc2c(c1)CCCC2	-12%	4%	?	6%	-6%	20%	1%	?
CSc1nc(N2CCOCC2)c2sccc2n1	17%	0%	2%	4%	11%	5%	-7%	?
CC(C)N(CCn1c(=S)[nH]c2ccccc2c1=O)C(C)C	-1%	2%	10%	-9%	-6%	-1%	4%	11%
O=C(COC(=O)c1ccc(S(=O)(=O)N2CCCCC2)cc1)NCc1ccco1	3%	-1%	-6%	7%	6%	15%	2%	-4%
CN(C)CCC(=O)c1ccc(Cl)cc1	-2%	5%	0.11µM*	-5%	-17%	22%	-1%	-4%
Cc1ccc2c(c1)/C(=N/N1C(=O)c3ccccc3C1=O)C(=O)N2	-2%	0%	-7%	-4%	6%	0%	1%	14%
O=C1C2C(c3ccccc3)C=CC(c3ccccc3)C2C(=O)N1CCCO (stereo not given)	-6%	-6%	-1%	-4%	-1%	-9%	-2%	0%
Cc1csc(Nc2cccc3ccccc23)n1	?	-8%	?	-1%	6%	5%	4%	?
Cn1c(=O)c(=O)n(C)c2cc(S(=O)(=O)N3CCCC3C(=O)NCc3ccco3)ccc21 (stereo not given)	9%	.	.	-1%	8%	.	0%	?
CCN1CCN(C(=O)Cn2ncc3c2-c2ccccc2OC3)CC1	3%	3%[15.4 µM]	5%	0%	10%	3%	3%	0%
COc1c(F)c(F)c(C(=O)Nc2ccc(N3CCN(C(C)=O)CC3)c(Cl)c2)c(F)c1F	-1%	-3%	-2%	-1%	1%	-6%	2%	3%

Three records drawn at random from those above:
SMILES	GAA glycogen mod	GAA inhib	ALDH1A1 inh	GAA spleen mod	RGS12 GoLoco inh	SMN2 splice enh	GLA spleen mod	KDM4E inh
CC(C)N(CCn1c(=S)[nH]c2ccccc2c1=O)C(C)C	-1%	2%	10%	-9%	-6%	-1%	4%	11%
CCOC(=O)c1c(CC(C)C)csc1/N=C/C1C(=O)CCCC1=O	-23%	-6%	11µM*	1%	25%	-1%	0%	-11%
CSc1nc(N2CCOCC2)c2sccc2n1	17%	0%	2%	4%	11%	5%	-7%	?

(next part)
SMILES	GAA glycogen mod	GAA inhib	ALDH1A1 inh	GAA spleen mod	RGS12 GoLoco inh	SMN2 splice enh	GLA spleen mod	KDM4E inh
Cc1cc(C(C)(C)C)oc1C(=O)NCCCNC(=O)c1oc(C(C)(C)C)cc1C	-4%	-3%	-2%	2%	-9%	4%	1%	-1%
O=C1c2cccnc2C(Nc2ccc(S(=O)(=O)N3CCCCCC3)cc2)N1Cc1ccccc1 (stereo not given)	-6%	-6%	-9%	-21%	-5%	-14%	2%	1%
N#CC1=C(N)Oc2c(oc(CO)cc2=O)C1c1ccsc1 (stereo not given)	11%	2%	4%	-12%	-14%	-5%	-7%	?
CC(C)CC(=O)Nc1nnc(SCC(=O)Nc2ccc3c(c2)OCO3)s1	15%	3%	8%	7%	0%	3%	6%	1%
Cc1cc(C)cc(N=Cc2ccc([N+](=O)[O-])s2)c1	9%	-5%	?	1%	2%	26%	-4%	?
O=C(Cn1c(C(=O)N2CCc3ccccc3C2)cc2sccc21)c1ccccc1	-4%	-1%	-1%	-4%	3%	-11%	3%	-4%
Cc1cc(CNC(=O)c2cc(Br)ccc2Cl)nn1C	1%	0%	7%	-14%	-8%	-27%	5%	0%
COc1ccc2c(CC(=O)Nc3ccccc3N3CCOCC3)coc2c1	6%	-18%	?	3%	7%	.	-2%	-31%
Cc1cc(C)c(Nc2cc(S(=O)(=O)O)c(N)c3c2C(=O)c2ccccc2C3=O)c(C)c1	1%	-10%	25µM*	5%	6%	-39%[inhibitor]	0%	-22%
CCCCn1c(SCC(=O)N2CCCC2)nnc1-c1ccccc1	13%	-4%	2%	-17%	6%	7%	3%	4%
COc1ccccc1N1CCN(C(=O)CSc2nnc3c4ccccc4nc(Cc4ccccc4)n23)CC1	10%	6%	?	0%	-6%	-4%	1%	2%

Only part of the results is shown. The share of hits here may be higher or lower than overall.
